APEX1 inh: inhibitors of human APE1 endonuclease; Potency, µM (top dose mostly 65.8 µM), inactives show at the top dose activity change, negative = inhibition, most hits filed as inhibitors; 0.35% of 350,000 active; recombinant APE1, TAMRA/BHQ-2 abasic DNA cleavage fluorescence; P27695; AID 2517;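 note: potency is the fitted concentration of half-maximal effect; plate controls were vehicle for no effect and reference inhibitor for full effect; nearly all actives have a fitted effect of over 55% in size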
Target sequence (P27695 whole entry, looked up): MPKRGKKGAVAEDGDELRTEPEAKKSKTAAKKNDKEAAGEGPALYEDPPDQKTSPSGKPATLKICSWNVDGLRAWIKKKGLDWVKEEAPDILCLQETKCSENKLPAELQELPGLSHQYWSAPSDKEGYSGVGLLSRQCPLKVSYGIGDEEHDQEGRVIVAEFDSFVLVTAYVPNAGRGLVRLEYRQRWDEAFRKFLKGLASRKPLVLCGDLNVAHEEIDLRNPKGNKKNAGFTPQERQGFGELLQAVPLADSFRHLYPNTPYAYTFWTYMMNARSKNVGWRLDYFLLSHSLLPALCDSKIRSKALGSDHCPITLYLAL
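APE1 at 0.75 nM preincubated 15 min at room temperature with compound. Reaction then started with 50 nM double-stranded THF-abasic substrate labelled with TAMRA/BHQ-2, and 525/598 nm fluorescence read kinetically. Activity taken as third-minus-first read difference, normalized to DMSO and NSC13755 controls.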
Pol kappa inh: DNA polymerase kappa (human) inhibition; Q9UBT6; purified Pol kappa, fluorescent DNA synthesis assay, 10 min; Potency, µM (titrated, usually from 107 µM), inactives show top-dose activity, negative = inhibition, hits mostly inhibitors; 0.53% of 400,000 active; note: potency is the fitted concentration of half-maximal effect; % is set by controls: 0 for no effect and ±100 for the full control effect
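Pol kappa 10 nM + cpd, 15 min RT; start w/ substrate 50 nM final; fluorescence kinetic read, 0 and 10 min. Neg ctrl: buffer, no enzyme.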
TRHR agonist: activates the human TRH receptor; activation, % at 2 µM; TRHR cells, calcium flux fluo-8, FDSS agonist mode; 0.18% of 360,000 active; P34981; in the data active = activation above about 30%; note: 0% is about no effect
Target sequence (P34981 whole entry, looked up): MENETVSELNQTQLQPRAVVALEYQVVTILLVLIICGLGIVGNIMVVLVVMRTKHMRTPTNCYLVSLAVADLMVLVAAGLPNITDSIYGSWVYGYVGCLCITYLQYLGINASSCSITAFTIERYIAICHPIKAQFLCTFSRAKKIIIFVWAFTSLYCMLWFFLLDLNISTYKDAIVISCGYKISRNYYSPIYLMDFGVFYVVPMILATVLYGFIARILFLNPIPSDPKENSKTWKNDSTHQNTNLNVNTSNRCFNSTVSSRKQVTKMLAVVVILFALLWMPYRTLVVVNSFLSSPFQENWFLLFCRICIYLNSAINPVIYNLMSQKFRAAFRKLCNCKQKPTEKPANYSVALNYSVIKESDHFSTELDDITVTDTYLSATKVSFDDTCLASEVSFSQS
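Agonist-mode FDSS calcium read (Ex 480/Em 530, 1 s cycles) in 1536-well TRHR cells with fluo-8 dye, after 10-cycle baseline and 23 nL compound addition; TRH at EC20 (10 nM final) added afterwards for the enhancer phase.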
ERG-DNA inh: inhibitors of human ERG Ets domain-DNA interaction. Potency, µM (titrated, usually from 76.9 µM), for the others: top-dose FP activity, negative = inhibition, usual class: inhibitors. fluorescence polarization, His-ERG Ets domain / labelled DNA. 0.028% of 370,000 active. P11308; active = well fitted inhibition curve with a large enough effect in the polarisation, with a control signal flat; inconclusive = small, poorly fitted or top-dose-only effect, or effect the other way, or a change in a side signal; inactive = no such curve, though single readings can be large or run the other way; the % refers to the polarisation;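 note: polarization taken with two DNA probes labelled with fluorescein and Texas red; potency is the fitted concentration of half-maximal effect; % of control where 0% means no effect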
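His-tagged ERG Ets domain (1 uM in the protein solution; 300mM KCl, 50mM Tris-HCl, 1mM EDTA, 1mM DTT, pH 7.5) received compound, then a probe mix of 5 nM fluorescein-DNA and 100nM Texas-615-DNA. Fluorescence polarization was read for both dyes.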
Anesthetic bind: candidate novel general anesthetic via apoferritin binding. 0.074% of 350,000 active. P02791. Potency, µM (highest dose often 77.5 µM), inactives show top-dose activity change, negative = displacement, most hits filed as inhibitors. apoferritin/1-aminoanthracene competitive binding, fluorescence; note: potency is the fitted concentration of half-maximal effect; % is set by controls: 0 for no effect and ±100 for the full control effect; nearly all actives have a fitted effect of over 20% in size
Target sequence (P02791 2-175 limits assumed): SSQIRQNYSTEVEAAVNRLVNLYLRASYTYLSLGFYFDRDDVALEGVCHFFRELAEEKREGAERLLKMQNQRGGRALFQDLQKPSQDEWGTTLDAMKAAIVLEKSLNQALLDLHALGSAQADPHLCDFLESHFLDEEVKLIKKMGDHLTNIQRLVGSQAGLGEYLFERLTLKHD
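Concentration-response curves derived by four-parameter Hill fitting of normalized fluorescence, where compounds displaced 1-AMA from 10 uM horse apoferritin following a brief 10 min room-temperature incubation; propofol titration acted as positive control.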
Pol beta inh: inhibitors of human DNA polymerase beta; P06746; 1.3% of 340,000 active; Pol beta primer extension/strand displacement, fluorescence kinetic; AID 485314; Potency, µM (titrated, usually from 114 µM), for inactives: at the top dose activity change, negative = inhibition, usual class: inhibitors; note: potency is the fitted concentration of half-maximal effect; % is set by controls: 0 for no effect and ±100 for the full control effect
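Homogeneous kinetic assay of primer extension and strand displacement by 10 nM Pol beta, preincubated 15 min at room temperature with compound before 50 nM substrate (final) was added. Read at 0 and 10 min; four-parameter Hill fit.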
Pol iota inh: DNA polymerase iota (human) inhibition | Q9UNA4 | Pol iota fluorescent replication assay, 10 min | Potency, µM (highest dose often 115 µM), for inactives: top-dose activity, negative = inhibition, hits mostly inhibitors | 1% of 390,000 active; note: potency is the fitted concentration of half-maximal effect
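Pol iota at 10 nM preincubated 15 min with compounds at room temperature; reaction started with fluorescent substrate, 50 nM final. Fluorescence read kinetically at 0 and 10 min; buffer-only wells as negative control.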
BLM helicase inh: inhibitors of human Bloom syndrome helicase BLM. P54132. recombinant BLM DNA unwinding, fluorescence dequenching. Potency, µM (titrated, usually from 56.1 µM), without a hit: at the highest dose activity change, negative = inhibition, actives largely listed as inhibitors. 0.2% of 350,000 active;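 note: potency is the fitted concentration of half-maximal effect; plate controls were vehicle for no effect and no enzyme for full effect; nearly all actives have a fitted effect of over 35% in size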
ALOX12 inh: blocks human arachidonate 12S-lipoxygenase; AID 1671190; 1.1% of 580,000 active; Potency, µM (highest dose often 108 µM), for inactives: top-dose activity change, negative = inhibition, usual class: inhibitors; purified 12hLO, xylenol orange hydroperoxide absorbance; note: potency is the fitted concentration of half-maximal effect; % is set by controls: 0 for no effect and ±100 for the full control effect
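Purified human 12hLO at 150 nM in 25 mM Hepes, 0.01% Triton X-100, pH 7.0, preincubated 15 min at room temperature with compound. Reaction started with 40 uM arachidonic acid, 30 min at room temperature. Hydroperoxide measured by Fe-xylenol orange, 573/405 nm absorbance ratio.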
An asterisk follows results filed as active; ? = inconclusive; · = no result given; & = joins results of further samples; [ ] = dose if it differs, or a comment. Unless noted, calls come from the whole dose curve; as a rule, active = well fitted curve in the direction sought with a large enough effect; inconclusive = small, poorly fitted or top-dose-only effect, or another doubt; inactive = no such curve, though single readings can be large; an effect the other way counts as inactive or inconclusive.

Values in the order: APEX1 inh	Pol kappa inh	TRHR agonist	ERG-DNA inh	Anesthetic bind	Pol beta inh	Pol iota inh	BLM helicase inh	ALOX12 inh
CC(C)(CNC(=O)c1ccccc1F)CNC(=O)c1ccccc1F
→ ·	-7%	·	-7%	·	·	47%[activator]	·	?
Cc1ccc2c(c1)N(CC(=O)NC1CCCCCC1)C(=O)c1cccnc1O2
→ 44%[activator]	2%	-0.6	8%	-58%	12%	13%	-1%	-1%
COCC(=O)N1CCC2(CCCN(C(=O)Nc3ccc(OC)cc3)C2)CC1
→ 5%	-3%[60.1 µM]	·	·	·	·	·	1%	3%[57.4 µM]
Cc1ccc(S(=O)(=O)C2(C(=O)NCc3ccccc3Cl)CC2)cc1
→ -2%	-10%	-0.5	2%	-12%	?	6%	0%	4%
O=C(CCSCCC(=O)N1CCCC1)N1CCCC1
→ 2%	4%	0.9	-12%	-5%	0%	-1%	-1%	0%
Cn1cnnc1SCC(=O)N1c2ccccc2-c2c(ssc2=S)C1(C)C
→ 9%	·	-0.5	·	-9%	9%	·	-8%	·
O=C(COC(=O)C12CC3CC(CC(Br)(C3)C1)C2)Nc1c(F)cccc1F
→ 26%	-3%	·	-3%	·	·	13%	·	353%[activator]
CCc1nnc(NC(=O)CN2CC(C)OC(C)C2)s1 (stereo not drawn)
→ 37%	-4%	0.0	7%	2%	-1%	?	0%	15%
Cc1nn(C(=O)c2ccc3c(c2)OCO3)c(N)c1-c1ccccc1
→ -2%	8%	6.3	-6%	4%	1%	21%	-13%	21%
Cc1ccc2nc(-c3ccc(SCC(=O)Nc4ccc5c(c4)OCCO5)nc3)[nH]c2c1
→ -8%	-30%	-0.9	-3%	-14%	14µM*	?	-10%	11%
CC(=O)c1ccccc1OC(=O)c1ccco1
→ -3%	-1%	0.0	0%	-1%	3%	12%	-1%	6%
Cn1c(CCNS(=O)(=O)c2ccccc2)nc2cc([N+](=O)[O-])ccc21
→ -4%	-7%	0.2	-14%	-8%	61%	4%	0%	-10%
O=C1COc2ccc(S(=O)(=O)Nc3cccc(Cl)c3)cc2N1
→ 38%	19%	0.5	2%	-14%	12%	-4%	0%	2%
Cc1ccc(NC(=O)CS(=O)CC(=O)N(CC(=O)NC(C)(C)C)c2cccc(C)c2C)cc1 (stereo not drawn)
→ 2%[12.4 µM]	0%	0.0	-4%	-3%	43%	119%[activator]	2%	19%
CN1CCN(CCC(=O)Nc2ccc(OCc3ccccc3)cc2)CC1
→ 26%	-9%	0.3	2%	?	1%	13%	1%	-20%
CC(=O)NCCN=Cc1sc2ccccc2c1O
→ 21%	4%	-0.6	-3%	-10%	25%	1%	-5%	-15%
CC(=O)c1c(C)[nH]c(C(=O)CSc2nnc3ccccn23)c1C
→ -1%	-4%	0.3	-2%	-10%	16%	-14%	-1%	-13%
O=C(NCc1cc(C(F)(F)F)ccc1Cl)c1cccc2c1C(=O)c1ccc(N3CCC(Cc4ccccc4)CC3)cc1S2(=O)=O
→ 6%	-3%	·	-17%	·	·	20%	·	·
CC(=O)c1cccc(NC(=O)CSc2nnc(-c3ccncc3)o2)c1
→ 23%	9%	5.2	0%	·	·	-18%	·	3%
COC(=O)[C@@H]1Cc2c([nH]c3ccccc23)C(C)N1C(=O)c1ccccc1 (stereo partly drawn)
→ -2%	-14%	-0.8	-11%	-14%	23%	2%	-12%	?
CCOC(=O)c1c(-c2cccs2)csc1NC(=O)C(C)(C)C
→ 0%	-9%	-0.5	-1%	-14%	-6%	-4%	4%	0%
CC(C)[C@H](N)C(=O)NC[C@H]1CC[C@H](C(=O)N[C@@H](Cc2ccccc2)C(=O)O)CC1
→ 66%[activator]	-9%	0.6	8%	9%	14%	54%[activator]	-1%	-15%
O=C(CSc1nc2c(sc3ccccc32)c(=O)n1Cc1ccccc1)NCC1CCCO1 (stereo not drawn)
→ 0%	-1%	-0.8	-12%	-10%	?	31%[activator]	0%	-14%
CCC1CCCCN1C(=O)CSc1nc(-c2ccc(OC)c(OC)c2)cc(C(F)(F)F)n1 (stereo not drawn)
→ ·	-4%	-0.3	-5%	?	2%	21%	-12%	-25%
CCOC(=O)C1=NN(c2cccc(Cl)c2)C2=NC(C)=C(C(=O)OC)C(c3cccs3)N12 (stereo not drawn)
→ 1%	-12%	-0.1	-18%	-16%	-9%	7%	-10%	-6%
Cc1cc(C)c2nc(N(CCCN(C)C)C(=O)C3=COCCO3)sc2c1
→ 11%	-10%	3.7	-4%	·	·	-8%	·	-20%
COc1ccc(C2OC(=O)Cc3cc(OC)c(OC)cc32)cc1 (stereo not drawn)
→ 3%	-4%	-0.5	0%	5%	47%	97%[activator]	-4%	-12%
CCC(C)c1ccc(OCCn2cc(/C=N/NC(=O)CSc3nnc(C)s3)c3ccccc32)cc1 (stereo not drawn)
→ -1%	-12%	-0.8	-8%	?	7%	-10%	-9%	0%
c1csc(CNc2ccnc(-c3ccoc3)n2)c1
→ -3%	-4%[60.1 µM]	·	·	·	·	·	-9%	13µM*
O=S(=O)(Nc1ccccc1)c1ccc(F)cc1
→ 7%	7%	-0.4	-3%	?	14%	-7%	-2%	0%

Record cards (already shown). Screens in order: APEX1 inh	Pol kappa inh	TRHR agonist	ERG-DNA inh	Anesthetic bind	Pol beta inh	Pol iota inh	BLM helicase inh	ALOX12 inh
`CCOC(=O)c1c(-c2cccs2)csc1NC(=O)C(C)(C)C` is listed with 0%	-9%	-0.5	-1%	-14%	-6%	-4%	4%	0%
`Cc1cc(C)c2nc(N(CCCN(C)C)C(=O)C3=COCCO3)sc2c1` is listed with 11%	-10%	3.7	-4%	·	·	-8%	·	-20%

(more compounds)
Values in the order: APEX1 inh	Pol kappa inh	TRHR agonist	ERG-DNA inh	Anesthetic bind	Pol beta inh	Pol iota inh	BLM helicase inh	ALOX12 inh
CCc1ccc(NC(=O)C(C)Nc2ccc(S(=O)(=O)NC(C)=O)cc2)cc1 (stereo not drawn)
→ 3%	-1%	-0.1	7%	-12%	18%	34%[activator]	-1%	-42%
O=C(O)c1ccccc1C(=O)N1CCN(Cc2ccc3c(c2)OCO3)CC1
→ 53%	-10%[60.1 µM]	-0.6	-4%	2%	24%	-6%	3%	-1%
Cc1cccc(N(Cc2ccccc2)C(=O)C2CCN(C(=O)c3ccccc3C)CC2)c1
→ -15%	-13%	0.0	·	·	·	6%	·	324%[activator]
C=CCOc1cccc(/C=N/NC(=O)CC(=O)NC2CCCCC2)c1
→ 1%	-4%	1.1	43%[activator]	?	12%	18%	-2%	6%
O=S(=O)(NC1CCN(Cc2ccccc2)CC1)c1ccc(Cl)cc1
→ 5%	-7%	0.5	-6%	-7%	1%	-16%[58.9 µM]	0%	113%[activator]
C=C1C2(C(=O)Nc3ccc(SC(F)F)cc3)CCC(C2)C1(C)C (stereo not drawn)
→ -1%	-2%	0.4	-12%	?	1%	2%	-3%	-20%
CCOc1ccc(C2c3c(-c4ccccc4O)n[nH]c3C(=O)N2Cc2cccnc2)cc1OC (stereo not drawn)
→ ·	-7%	0.6	-2%	-4%	-5%	0%	5%	4%
CCO[C@@H]1OC(C(N)=O)=C[C@H](C2CCCCC2)[C@H]1CCCO
→ 4%	17%	0.3	7%	-14%	0%	-13%	0%	-29%
CNc1c(NC(=O)c2ccc(OC)c(OC)c2)c(=O)oc2ccccc12
→ ·	15%	0.2	6%	14%	-21%	14%	-2%	-6%
O=C(NCCc1nc2ccccc2[nH]1)/C(=C/c1ccc(F)cc1)NC(=O)c1ccco1
→ -16%	-7%	-0.1	11%	3%	-15%	?	-1%	97%[activator]
CCCN(CCC)CCNC(=O)c1cc2c(-c3ccc(Cl)cc3)nn(C)c2s1
→ -12%	4%&-26%	0.7&2.9	-13%&2%	6%&-17%	25µM*	4%&-8%	184%&119%[activator]	?
O=S(=O)(c1ccc(NC2CCCc3ccccc32)nc1)N1CCOCC1 (stereo not drawn)
→ 3%	-28%	0.0	-6%	?	-2%	14%	-3%	0%
CC(=O)c1ccc(NC(=O)c2ccc3c(c2)nnn3C2CCCC2)cc1
→ ·	-2%	0.1	-5%	-10%	-10%	0%	-2%	-16%
COc1cc(C2c3cc4c(cc3OC(NNC(N)=O)C2C)OCO4)cc(OC)c1OC (stereo not drawn)
→ ·	-10%	·	-3%	·	·	-6%	·	-18%
O=C(O)c1ccccc1-c1nnc2c(Cl)cc(C(F)(F)F)cn12
→ 17%	-14%	0.6	0%	-5%	70%	-7%	0%	0%
CCOC(=O)Cc1csc(NC(=O)CSC2=NCCS2)n1
→ 18%	1%	0.0	8%	-5%	?	-8%	-3%	-2%
Cc1noc(C)c1COc1ccc(C(=O)OCC(=O)N2c3ccccc3NC(=O)C2(C)C)cc1
→ ?	?	0.8	-3%	?	22µM*	?	-22%	34%[activator]
COc1cccc(CNC(=O)C2CCN(S(=O)(=O)c3ccc4c(c3)CCC(=O)N4)CC2)c1
→ -1%	-14%	0.4	-7%	-12%	27%	-28%	-3%	0%
CCO[C@H]1OC(C(=O)N2CCOCC2)=C[C@@H](c2ccc(C(F)(F)F)cc2)[C@@H]1CCCO
→ 3%	0%	-0.4	6%	-8%	12%	19%	-1%	1%
COc1ccc2nc(SCC(=O)NC3CCCCC3C)[nH]c2c1 (stereo not drawn)
→ -19%	1%	-0.5	-2%	·	·	-10%	·	0%
CCN(c1ccc(C)cc1C)S(=O)(=O)c1nnc(NC(=O)C(C)C)s1
→ 23%	-17%	0.5	2%	-9%	-3%	10%	-1%	9%
CCCn1c(=O)n(CC(=O)NCC2CCCO2)c(=O)c2c3c(sc21)COC(C)(C)C3 (stereo not drawn)
→ 41%	15%	-0.1	10%	-5%	0%	14%	0%	-8%
Cc1ccc(NC(=O)c2ccc3c(=O)n4c(nc3c2)CCCCC4)nc1
→ 5%	-8%	0.5	4%	·	·	1%	·	-27%

Not all compounds are listed; count on the stated rates, not on these rows.
